Integrin act MD: qHTS for Activators of Integrin-Mediated Alleviation for Muscular Dystrophy | Potency, µM (highest dose often 38.3 µM), inactives show at the highest dose activation, actives largely listed as activators | alpha7betagal myoblasts, beta-gal FDG fluorescence, 48 h | AID 624291, 2012 | actives 0.064% (n = 350,000);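 further: potency means the concentration at half of the fitted maximal effect; 100% = response of the positive control SU9516; nearly all actives have a fitted effect of over 60% in size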
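Alpha7betagal+/- myoblasts (passage 13) were plated 16-24 hr, then exposed to compounds (1:260 dilution of DMSO stock) for 48 hours at 37C. After MPER lysis, β-galactosidase reporter activity was read as FDG fluorescence (ex 480/em 540) after 30 minutes.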
BRCA1 expr act: qHTS Assay to Identify Small Molecule Activators of BRCA1 Expression; MCF7-BRCA1-FFLuc reporter, luminescence, 48 h; response scale: scaled: vehicle 0%, 10 µM genistein 100%; AID 624202, 2012; actives 1.1% (n = 380,000); Potency, µM (top dose mostly 46.1 µM), inactives show top-dose activation, most hits filed as activators; further: potency means the concentration at half of the fitted maximal effect; nearly all actives have a fitted effect of over 80% in size; some results filed as inactive show a strong effect at the top dose
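Reporter cells (MCF7, BRCA1 promoter-firefly luciferase) received library compounds across a concentration series for 48 h. End-point luminescence was measured and concentration-effect curves derived after normalization.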
TCR activator: Activators of T cell receptors: qHTS campaign | primary human leukocytes, anti-CD3, IL-2 HTRF, 48 h | Potency, µM (top dose mostly 9.22 µM), without a hit: at the highest dose activation of IL-2 secretion, hits mostly activators | 330,000 tested, under 10 active; further: % of control where 0% means no effect
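Compounds are tested in HTS on primary human leukocytes co-incubated with a-CD3 beads for 48 hr. IL-2 output is measured by time-resolved FRET.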
CXXC DNA block: qHTS Fluorescence Polarization Assay for Inhibitors of MLL CXXC domain - DNA interaction; Potency, µM (titrated, usually from 115 µM), inactives show at the highest dose activity change, negative = inhibition, most hits filed as inhibitors; Histone-lysine N-methyltransferase 2A (Homo sapiens), Q03164; actives 0.037% (n = 290,000); AID 2662, 2010; MLL-CXXC / FITC-HOXA9 DNA fluorescence polarization; active means well fitted inhibition curve with a large enough effect in the polarisation, with a control signal flat, not every such curve was filed as active; inconclusive means small, poorly fitted or top-dose-only effect, or effect the other way, or a change in a side signal; inactive means no such curve, though single readings can be large or run the other way; the % refers to the polarisation; further: potency means the concentration at half of the fitted maximal effect
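Fluorescence polarization: 7 uM MLL-CXXC (stock) preincubated 5 min with compounds, then 50 nM fluorescein-HOX-A9 DNA (stock) added; 30 min ambient. Buffer 50 mM Tris-HCl pH 7.5, 50 mM NaCl, 1 mM DTT, 0.05% BSA.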
AT treatment: qHTS Assay for Identifying a Potential Treatment of Ataxia-Telangiectasia. […] A-T fibroblasts, KAP-1 phosphorylation AlphaLISA; neocarzinostatin DNA damage 30 min before lysis. Potency, µM (top dose mostly 57.5 µM), for the others: at the top dose activation, hits mostly activators. actives 0.19% (n = 320,000); further: potency means the concentration at half of the fitted maximal effect; % of control where 0% means no effect; nearly all actives have a fitted effect of over 45% in size
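hTERT-immortalized A-T patient fibroblasts ([…]), 500 cells/well in OPTI-MEM, 1% FBS, got compounds for 60 min, then NCS for 30 min at 37C. Lysates were then assayed for phospho-KAP-1 by AlphaLISA (anti-pKAP1 donor, anti-KAP1 acceptor beads), 6 hr at 25C.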
TRPV1 ag: HTS Assay for Compounds that Act as Agonists of the Vanilloid Receptor 1; Transient receptor potential cation channel subfamily V member 1 (Homo sapiens), Q8NER1; TRPV1-expressing cells, Fluo-8 calcium influx, agonist mode; activation, % at 8.33 µM; actives 0.19% (n = 320,000); AID 540275, 2011; in the data active means activation above about 80%; inconclusive means between about 30% and that limit; further: 0% is about no effect
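Fluo-8 calcium influx in TRPV1-expressing cells, kinetic read (ex 480/em 520 nm). Compound added and read 3 min for agonist activity, followed by capsaicin at EC20 final and 2 min further read for enhancement.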
ELG1 repair inh: qHTS screen for small molecules that inhibit ELG1-dependent DNA repair in human embryonic kidney (HEK293T) cells expressing luciferase-tagged ELG1. HEK293T ELG1-luciferase reporter, luminescence, 16 h; DNA damage induced by 5-fluorouridine. Potency, µM (highest dose often 46.1 µM), without a hit: at the top dose activity change, negative = inhibition, actives largely listed as inhibitors. actives 2.3% (n = 330,000); further: potency means the concentration at half of the fitted maximal effect; on the % scale 0 is the no-effect control and ±100 the full control effect; nearly all actives have a fitted effect of over 55% in size
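Quantitative HTS, concentration-response format. 2,000 cells/well co-treated with 5-fluorouridine and compound, 16 hr in 5% CO2 at 37 °C; ONE-Glo luminescence read after 30 min.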
B2AR arrestin: qHTS assay of beta-arrestin-biased ligands of beta2-adrenergic receptor | Beta-2 adrenergic receptor (Homo sapiens), P07550 | actives 0.02% (n = 330,000) | beta-arrestin recruitment to beta2AR, cell-based reporter | Potency, µM (titrated, usually from 46.1 µM), for the others: at the highest dose activation, most hits filed as activators;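 further: potency means the concentration at half of the fitted maximal effect; 0% = DMSO controls and full agonism = EC100 isoproterenol or metaproterenol; nearly all actives have a fitted effect of over 65% in size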
Target sequence (P07550 whole entry, looked up): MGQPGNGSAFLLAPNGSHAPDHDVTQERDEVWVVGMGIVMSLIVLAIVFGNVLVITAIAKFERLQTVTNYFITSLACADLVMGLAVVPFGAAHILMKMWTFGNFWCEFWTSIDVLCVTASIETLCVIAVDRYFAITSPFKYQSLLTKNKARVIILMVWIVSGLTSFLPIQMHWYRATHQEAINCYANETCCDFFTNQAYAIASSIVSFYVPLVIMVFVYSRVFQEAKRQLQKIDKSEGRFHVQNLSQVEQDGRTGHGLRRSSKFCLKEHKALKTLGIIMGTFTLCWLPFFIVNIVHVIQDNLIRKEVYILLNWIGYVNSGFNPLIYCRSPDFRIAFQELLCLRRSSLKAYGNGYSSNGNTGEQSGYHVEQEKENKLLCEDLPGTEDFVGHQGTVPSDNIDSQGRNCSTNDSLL
p53 reactivator: qHTS assay for re-activators of p53 using a Luc reporter; H1299 p53-A138V BP100-luciferase reporter, luminescence, 24 h; Potency, µM (titrated, usually from 92.2 µM), without a hit: at the highest dose activity change, positive = activation, most hits filed as activators; actives 0.063% (n = 320,000); AID 504706, 2011; further: potency means the concentration at half of the fitted maximal effect; % of control where 0% means no effect; nearly all actives have a fitted effect of over 45% in size
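p53-null H1299 cells stably carrying temperature-sensitive p53-A138V and a BP100-luciferase reporter were pinned with compounds (4-point, 1:5 series) and held 24 hrs at 37 deg C. Luminescence was read 10 min after detection reagent.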
TSG101-PTAP inh: qHTS Assay for Iinhibitors of HIV-1 Budding by Blocking the Interaction of PTAP/TSG101 | Tumor susceptibility gene 101 protein (Homo sapiens), Q99816 | Fluorescence polarization, FITC-PTAP peptide / Tsg101 binding | Potency, µM (series often up to 115 µM), for inactives: at the top dose activity change, negative = inhibition, actives largely listed as inhibitors | 340,000 tested, under 10 active | AID 493005, 2010; active means well fitted inhibition curve with a large enough effect in the main read-out, with a control signal flat, not every such curve was filed as active; inconclusive means small, poorly fitted or top-dose-only effect, or effect the other way, or a change in a side signal; inactive means no such curve, though single readings can be large or run the other way; further: potency means the concentration at half of the fitted maximal effect; % of control where 0% means no effect
Target sequence (Q99816 whole entry, looked up): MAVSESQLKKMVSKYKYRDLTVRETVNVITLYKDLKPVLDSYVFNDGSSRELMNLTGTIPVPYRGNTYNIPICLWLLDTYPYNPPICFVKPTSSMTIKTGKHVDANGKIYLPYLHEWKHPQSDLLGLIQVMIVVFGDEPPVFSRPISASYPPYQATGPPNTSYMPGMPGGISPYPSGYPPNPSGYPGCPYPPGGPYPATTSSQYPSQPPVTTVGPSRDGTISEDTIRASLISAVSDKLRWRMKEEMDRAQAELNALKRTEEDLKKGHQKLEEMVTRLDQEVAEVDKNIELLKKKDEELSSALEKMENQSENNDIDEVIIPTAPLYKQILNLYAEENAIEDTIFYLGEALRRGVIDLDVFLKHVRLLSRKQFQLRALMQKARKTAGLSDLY
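Fluorescence polarization binding of Tsg101 binding domain (10 uM final) to FITC-labeled PTAP peptide (50 nM final) in HEPES pH 7.5 buffer with NaCl, Tween 20, EDTA, TCEP. Compounds added before peptide; binding 20 min at RT.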
The depositor's hits bear a star; ? = inconclusive; · = not tested or not shown; [ ] = dose if it differs, or a comment. Unless noted, the call rests on the fitted dose curve; in most records, active means well fitted curve in the direction sought with a large enough effect; inconclusive means small, poorly fitted or top-dose-only effect, or another doubt; inactive means no such curve, though single readings can be large; an effect the other way counts as inactive or inconclusive.

The line under a structure holds: Integrin act MD | BRCA1 expr act | TCR activator | CXXC DNA block | AT treatment | TRPV1 ag | ELG1 repair inh | B2AR arrestin | p53 reactivator | TSG101-PTAP inh
O=C(CCCCCNC(=O)c1ccccc1)N/N=C/c1ccc(O)cc1O
    ? | -27% | 2%[46.1 µM] | 21% | 1% | 1 | 8% | -0.3% | 28% | 0%
COc1ccccc1CCC(=O)Nc1ccc(OC)c(S(=O)(=O)N2CCCCC2)c1
    -18% | -22% | -2% | · | 5% | -4 | ? | -4.0% | -12% | -2%
CN(c1ccccc1)S(=O)(=O)c1ccc(C(=O)NCc2ccc(F)cc2)cc1
    8% | 0% | -6% | · | 4% | · | ? | -0.8% | 1% | -1%
CCOC(=O)Cn1c(=O)oc2cc(S(=O)(=O)N(C)Cc3ccccc3)ccc21
    20% | -1% | -6% | 25% | 0% | 13 | -11% | -0.4% | -1% | 0%
O=C(Cc1ccc(Br)cc1)Nc1ccc(S(=O)(=O)Nc2ncccn2)cc1
    15% | 2% | -5% | -29% | 7% | -5 | -5% | -0.5% | -15% | 0%
NC(=O)c1ccc2c(=O)c(O)c(-c3cc(Cl)c(N)c(Cl)c3)[nH]c2c1
    35% | 5% | -23% | 35%[activator] | 18% | -6 | 7% | 0.3% | 11% | -2%
Cc1ccc(NCC(=O)N/N=C/c2cc(O)ccc2[N+](=O)[O-])cc1
    -6% | 9% | 2% | 4% | -5% | -3 | 17% | 0.2% | 1% | -4%
O=C(Sc1cccc2cccnc12)c1ccccc1Br
    · | · | · | -2% | -4% | 9 | ? | 0.6% | 14% | ·
CCN1CCN(C(c2cccnc2)c2cc(Cl)c3cccnc3c2O)CC1 (stereo not given)
    -28%[7.66 µM] | -87% | -10% | -11% | 5% | -1 | ? | 6.2% | -38%[inhibitor] | 3%
O=C(Cn1nnc(-c2ccccc2)n1)Nc1ccc2c(c1)OCO2
    13% | -2% | -7% | 34%[activator] | 4% | 21 | 17% | 0.2% | 7% | 0%
CCCN1C(=O)S/C(=C\c2ccc(N3CCOCC3)cc2C)C1=O
    · | · | · | ? | -2% | -4 | ? | 0.3% | ? | ·
COc1ccc(S(=O)(=O)N2CCCC2C(=O)NCC(=O)Nc2cccc(Cl)c2C)cc1 (stereo not given)
    9% | -19% | 2% | -3% | 9% | 3 | -4% | 0.1% | -5% | 0%
CC(=O)NCC(=O)NC(C(=O)Nc1ccc2c(c1)OCCO2)c1ccc(C)cc1 (stereo not given)
    20% | 0% | 2% | -3% | 17% | -1 | 25% | -0.2% | 13% | -4%
CN(C)CCCN(C(=O)COc1ccccc1)c1nc2cc3c(cc2s1)OCCO3
    20% | 0% | -3% | -2% | 4% | 2 | ? | -0.9% | 15% | 0%
Cc1ccc(CN(Cc2ccco2)C(=S)NCC(=O)O)cc1
    13% | 16% | 3%[46.1 µM] | 4% | 1% | 0 | 13% | -0.4% | 8% | 1%
O=S(=O)(c1ccc(Cl)nc1)N1CCCc2ccccc21
    -26% | -17% | -8%[46.1 µM] | -1% | · | -6 | 5% | 0.1% | -1% | -2%
CC(=O)Nc1ccc(S(=O)(=O)Nc2nc3ccccc3nc2N2CCOCC2)cc1
    -12% | -5% | 10% | · | 21% | · | ? | 0.2% | -13% | -1%
O=C(CN1C(=O)CCC1=O)NCC12CC3CC(CC(C3)C1)C2
    -21% | -1% | 0% | -5% | · | -4 | · | · | · | -10%
CCOC(=O)C1NN=C(C(=O)c2ccccc2)C1c1ccccc1 (stereo not given)
    15% | -18% | 5%[46.1 µM] | -15% | 4% | 3 | -12% | 0.5% | -8% | -3%
O=C(NCCNC(=O)C(F)(F)F)c1ccncc1
    -2%[7.66 µM] | 6% | 2% | 6% | 26% | -3 | 0% | -0.6% | -1% | -2%
COc1ccc(COC(=O)C2CCN(S(=O)(=O)c3ccc(F)cc3)CC2)cc1
    ? | 1% | 2% | · | 14% | 25 | 20% | -0.1% | 8% | -7%
Cc1ccc(S(=O)(=O)N2CCc3c2cc([N+](=O)[O-])cc3[N+](=O)[O-])cc1
    -8% | -7% | 0% | 2% | -30% | -1 | -8% | 0.5% | 1% | -9%
O=C(NNC(=O)c1cc(C(F)(F)F)cc(C(F)(F)F)c1)c1ccc(Cl)cc1
    14% | -4% | -1% | -6% | -7% | · | -19% | -0.6% | 0% | -1%
Cn1c(=NC(=O)CCS(=O)(=O)c2ccccc2)sc2cc(F)ccc21
    -7% | -21% | -1% | · | 4% | 0 | ? | 0.2% | 10% | 1%
Cn1c(=O)c2c(ncn2CC(=O)N/N=C/C=C/c2ccccc2[N+](=O)[O-])n(C)c1=O
    -26% | -17% | -3% | -12% | 3% | 3 | 11% | 0.2% | -6% | -2%
Oc1ccc(/C=N\Nc2nncc(-c3ccccc3)n2)cc1
    28% | 32% | 27% | 5% | 7% | 1 | 14% | 0.5% | 11% | -2%
CC(OC(=O)/C=C/c1cccs1)C(=O)NC1CCCCC1C (stereo not given)
    -23% | -5% | -1% | 14% | 23% | 1 | -17% | -0.3% | 13% | -1%
CCOC(=O)Cc1csc(SCC(=O)Nc2cc(Cl)ccc2Oc2ccccc2)n1
    -4% | -21% | -21% | 13% | 4% | 12 | -15% | 0.0% | -4% | 1%
O=C(COC(=O)CNC(=O)c1ccccc1)Nc1ccc(S(=O)(=O)N2CCCC2)cc1
    3% | -13% | -12% | 9% | 4% | 1 | 11% | 0.0% | -2% | -4%
Cc1cc(C)nc(N2CCN(c3ncnc4c3cnn4Cc3ccc(Cl)cc3Cl)CC2)n1
    -6% | -21% | -3% | -8% | 2% | 0 | -16% | 0.3% | -7% | -3%
CCOC(=O)C(CC)n1nc(C)n2c(cc3sccc32)c1=O (stereo not given)
    3% | -27% | -4% | -3% | -1% | 7 | -2% | -0.2% | -13% | -1%
Cc1ccc(S(=O)(=O)NC(Cc2ccccc2)C(=O)NN)cc1 (stereo not given)
    -17% | -5% | · | -4% | -7% | -3 | -2% | -0.8% | 14% | 0%
CC(C)OC(=O)CSc1nnc(-c2cccnc2)n1N
    -2% | -6% | 3% | -2% | -5% | 2 | 19% | -0.1% | 15% | -2%
Cc1ccc(S(=O)(=O)NCC(=O)OCC(=O)c2ccc(S(=O)(=O)N3CCCCC3)cc2)cc1C
    -2% | -15% | 4% | · | · | · | · | · | · | -2%
Nc1nonc1C(=O)N/N=C/c1cc2c(cc1Br)OCO2
    -14% | 11% | -12% | 25% | 0% | 16 | 5% | 0.5% | 24% | 0%
COc1cc(/C=C2/NC(=O)N(CC(=O)Nc3cccc(C)c3)C2=O)ccc1OCC(N)=O
    -13% | 0% | -1% | 36%[activator] | -9% | -4 | 9% | -0.1% | 13% | -7%
COc1ccccc1N1CCN(C2CCCCC2NS(=O)(=O)c2ccccc2)CC1 (stereo not given)
    -5% | -10% | 6% | 10% | -1% | 11 | -6% | 0.3% | -4% | 1%
Cc1cc(Cl)ccc1NC(=O)c1ccc2c(c1)OCO2
    -16% | ? | · | -11% | 15% | ? | ? | -0.2% | ? | 0%
O=c1c2ccccc2nnn1CCN1CCOCC1
    20% | 8% | -6% | -1% | -9% | -1 | 15% | -0.8% | 3% | -2%
Cc1onc(-c2ccccc2Cl)c1C(=O)NCc1ccc(N2CCCC2=O)cc1
    -22% | 6% | -1% | -4% | 3% | 0 | 1% | -0.2% | -2% | -3%
CC(C(=O)N1CCN(Cc2ccccc2)CC1)c1ccc([N+](=O)[O-])cc1 (stereo not given)
    -46%[inhibitor] | -6% | 3% | 0% | 11% | ? | -1% | -0.1% | -2% | -4%
Cc1cc(C)cc(OCC(=O)Nc2nc(-c3ccccn3)cs2)c1
    -43% | -39% | 8% | · | 5% | -4 | -5% | -0.6% | -3% | -2%
CCOC(=O)c1sc2ncn(/N=C/c3cccnc3)c(=O)c2c1C
    -28% | 4% | 4% | 26% | 5% | -5 | 10% | 0.2% | -3% | 0%
COCC(C)NC(=O)c1cc(S(=O)(=O)N2CCCCC2)ccc1N1CCOCC1 (stereo not given)
    12% | -9% | 11% | ? | 22% | 6 | 7% | -0.1% | -14% | -1%
FC(F)(F)c1nnc(-c2ccccc2)nc1Sc1ccccc1
    -13% | -59% | 7% | -4% | 14% | · | 23% | -0.2% | -7% | 0%

Hits appear at their usual frequency; any-hit rate near 3.8%.
